# LDHA inh: LDHA (human) enzyme inhibition; P00338; purified LDHA, NADH/diaphorase-resazurin fluorescence; hits give low values; actives 0.15% (n = 480,000); AID 1347041; activity change, % (values are at about 110 or 230 µM); in the data active = activity change below about -30%; inconclusive = mostly about -25% to -30%;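 also: plate controls were DMSO wells for no effect and wells without enzyme for full effect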
#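 Human LDH5 (2 nM) was incubated with 0.06 mM NADH and 0.2 mM pyruvate for 5 min at room temperature in Tris pH 7.4. Remaining NADH was coupled through diaphorase/resazurin, and resorufin fluorescence was read at 0 and 20 min.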
# POLI inh: DNA polymerase iota (human) inhibition; actives 1% (n = 390,000); AID 588590; Potency, µM (top dose mostly 115 µM), inactives show at the top dose activity, negative = inhibition, most hits filed as inhibitors; Q9UNA4; Pol iota fluorescent replication assay, 10 min; also: potency is read from the fitted curve at half-maximal effect
# Target sequence (Q9UNA4 whole entry, looked up): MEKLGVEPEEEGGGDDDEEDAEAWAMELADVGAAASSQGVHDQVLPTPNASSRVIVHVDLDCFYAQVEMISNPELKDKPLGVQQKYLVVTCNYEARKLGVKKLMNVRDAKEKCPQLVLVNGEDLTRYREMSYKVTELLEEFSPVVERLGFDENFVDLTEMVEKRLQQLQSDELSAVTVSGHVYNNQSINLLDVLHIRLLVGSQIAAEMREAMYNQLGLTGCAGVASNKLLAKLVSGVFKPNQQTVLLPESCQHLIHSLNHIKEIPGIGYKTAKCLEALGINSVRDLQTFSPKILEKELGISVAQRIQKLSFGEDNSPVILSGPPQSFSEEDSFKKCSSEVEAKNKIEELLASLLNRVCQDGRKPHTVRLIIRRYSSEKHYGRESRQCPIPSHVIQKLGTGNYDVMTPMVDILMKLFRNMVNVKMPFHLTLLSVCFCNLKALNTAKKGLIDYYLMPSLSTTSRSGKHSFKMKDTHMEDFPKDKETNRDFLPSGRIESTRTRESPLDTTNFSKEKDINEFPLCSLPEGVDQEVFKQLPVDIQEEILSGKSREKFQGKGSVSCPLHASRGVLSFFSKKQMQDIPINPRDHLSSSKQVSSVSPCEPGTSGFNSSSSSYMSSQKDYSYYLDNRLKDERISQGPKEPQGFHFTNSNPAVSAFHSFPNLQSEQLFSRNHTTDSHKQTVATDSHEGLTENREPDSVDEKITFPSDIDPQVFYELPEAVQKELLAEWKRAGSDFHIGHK
#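 Fluorescent replication assay read twice, at 0 min and 10 min after adding 50 nM (final) substrate. Enzyme (10 nM) and compounds were first incubated 15 min at room temperature; enzyme-free buffer wells were negative controls.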
# APE1 inh: blocks human APE1 abasic DNA cleavage; P27695; recombinant APE1, TAMRA/BHQ-2 abasic DNA cleavage fluorescence; Potency, µM (highest dose often 65.8 µM), for inactives: at the top dose activity change, negative = inhibition, usual class: inhibitors; actives 0.35% (n = 350,000);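 also: potency is read from the fitted curve at half-maximal effect; plate controls were vehicle for no effect and reference inhibitor for full effect; nearly all actives have a fitted effect of over 55% in size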
# Target sequence (P27695 whole entry, looked up): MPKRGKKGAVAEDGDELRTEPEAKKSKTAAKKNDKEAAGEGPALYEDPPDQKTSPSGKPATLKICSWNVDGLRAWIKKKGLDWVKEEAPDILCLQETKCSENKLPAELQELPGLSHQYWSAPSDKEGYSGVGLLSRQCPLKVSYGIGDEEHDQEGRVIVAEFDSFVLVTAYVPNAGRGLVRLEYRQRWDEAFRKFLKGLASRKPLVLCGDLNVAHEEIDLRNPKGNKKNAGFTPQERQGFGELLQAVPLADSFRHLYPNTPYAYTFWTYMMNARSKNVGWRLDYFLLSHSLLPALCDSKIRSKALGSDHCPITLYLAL
#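 Substrate: short duplex with […] THF abasic site, 5'-TAMRA and 3'-BHQ-2, 50 nM final. APE1 at 0.75 nM, preincubated 15 min RT with compound. Fluorescence increase from first to third read measured activity.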
# POLB inh: blocks human DNA polymerase beta activity; P06746; Potency, µM (doses to about 114 µM), for inactives: at the highest dose activity change, negative = inhibition, hits mostly inhibitors; Pol beta primer extension/strand displacement, fluorescence kinetic; actives 1.3% (n = 340,000); AID 485314; also: potency is read from the fitted curve at half-maximal effect; % is scaled to controls: 0 for no effect and ±100 for the full control effect
#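 Pol beta (10 nM) was preincubated with compound for 15 min at room temperature. The reaction was then started with 50 nM substrate and read immediately and after a further 10 min at room temperature.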
# Pol kappa inh: blocks human DNA polymerase kappa activity; Q9UBT6; purified Pol kappa, fluorescent DNA synthesis assay, 10 min; Potency, µM (highest dose often 107 µM), inactives show top-dose activity, negative = inhibition, most hits filed as inhibitors; actives 0.53% (n = 400,000); also: potency is read from the fitted curve at half-maximal effect; % is scaled to controls: 0 for no effect and ±100 for the full control effect
#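 Kinetic fluorescence readout at 0 and 10 min followed reaction start with substrate at 50 nM final. Beforehand, enzyme (10 nM Pol kappa) stood 15 min with compound at room temperature; buffer-only wells were negative controls.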
# BLM helicase inh: blocks DNA unwinding by human BLM helicase; P54132; recombinant BLM DNA unwinding, fluorescence dequenching; Potency, µM (highest dose often 56.1 µM), inactives show at the highest dose activity change, negative = inhibition, actives largely listed as inhibitors; actives 0.2% (n = 350,000);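 also: potency is read from the fitted curve at half-maximal effect; plate controls were vehicle for no effect and no enzyme for full effect; nearly all actives have a fitted effect of over 35% in size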
# GRP78 ERSR act: induces the endoplasmic reticulum stress response in human glioma cells; U87-MG GRP78 promoter luciferase reporter, 16 h; Potency, µM, without a hit: at the top dose activation, most hits filed as activators; actives 0.02% (n = 420,000); also: potency is read from the fitted curve at half-maximal effect; series mostly up to about 76 µM; % of control where 0% means no effect; nearly all actives have a fitted effect of over 35% in size
#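 ERSR induction read as luciferase luminescence (Bright-Glo, 10 min at room temperature) in stably transfected human U87-MG glioma cells exposed to compounds for 16 h, using GRP78 as sensor.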
# Pol eta inh: DNA polymerase eta (human) inhibition; Q9Y253; recombinant Pol eta, fluorescent DNA replication assay; Potency, µM (doses to about 114 µM), without a hit: at the top dose activity change, negative = inhibition, most hits filed as inhibitors; actives 1.2% (n = 390,000); AID 588591; also: potency is read from the fitted curve at half-maximal effect; % is scaled to controls: 0 for no effect and ±100 for the full control effect
#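 Pol eta (10 nM) was preincubated with compounds for 15 min at room temperature, after which fluorescent replication substrate (50 nM final) was added to start the reaction. Fluorescence was read kinetically at 0 and 10 min.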
# Apoferritin bind: candidate novel general anesthetic via apoferritin binding; Potency, µM (top dose mostly 77.5 µM), inactives show at the top dose activity change, negative = displacement, most hits filed as inhibitors; P02791; actives 0.074% (n = 350,000); apoferritin/1-aminoanthracene competitive binding, fluorescence; also: potency is read from the fitted curve at half-maximal effect; % is scaled to controls: 0 for no effect and ±100 for the full control effect; nearly all actives have a fitted effect of over 20% in size
#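 Steps: apoferritin (10 uM) was premixed with half-saturated 1-AMA in PBS, compounds were pin-transferred, plates stood 10 min at room temperature, fluorescence was read at 380/535 nm, and curves were fitted with a Hill equation.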
# * hit, by the source's call; ? = inconclusive; . = no result given; & = joins results of further samples; [ ] = another dose, or the depositor's remark. Unless noted, calls follow the shape of the dose curve; as a rule, active = well fitted curve in the direction sought with a large enough effect; inconclusive = small, poorly fitted or top-dose-only effect, or another doubt; inactive = no such curve, though single readings can be large; an effect the other way counts as inactive or inconclusive.
# Sequence of screens – LDHA inh | POLI inh | APE1 inh | POLB inh | Pol kappa inh | BLM helicase inh | GRP78 ERSR act | Pol eta inh | Apoferritin bind
Nc1ccc2oc(=O)ccc2c1I
 : . | . | 3% | . | 13%[60.1 µM] | 2% | -3% | . | -4%
Cc1cc(C)c2c(c1)/C(=N\N=c1\sc3ccccc3n1C)C(=O)N2
 : -1 | -1% | -3% | -8% | 1% | -5% | -1% | -7% | -11%
C/C(=N\Nc1nncc2ccccc12)c1ccc(O)cc1
 : -11 | 37%[activator] | 5% | 13% | -6% | -6% | -3% | 3% | -6%
Cc1c(C(=O)Nc2ccc(F)cc2F)nnn1-c1ccccc1Br
 : -7 | 39%[activator] | . | -25% | 2% | -3% | 0% | -16% | -4%
Cc1nn(CC(=O)Nc2ccc(Cl)cn2)c(C)c1[N+](=O)[O-]
 : -9 | -25%[58.9 µM] | 1% | 1% | -1% | 0% | 0% | -5% | -4%
CCOc1ccccc1-c1nc(-c2ccncc2)no1
 : -1 | 15% | -1% | -1% | -10% | -2% | -3% | -10% | -9%
Cc1ccc(S(=O)(=O)N2CCN(C(=O)c3cc4c(C)nn(-c5ccccc5)c4s3)CC2)cc1
 : -6 | -24% | -3% | 1% | -10% | -10% | -3% | -16% | -11%
O=C(c1ccc(N2C(=O)C3CC=C(Cl)CC3C2=O)cc1)N1CCCCC1 (stereo not given)
 : -4 | 2% | 17% | 34% | -15% | -3% | -6% | 3% | -7%
O=C(OCC(=O)N1CCN(c2ccccc2)CC1)c1ccncc1
 : -10 | -12% | 5% | . | -4% | . | -2% | -4% | .
COC(=O)c1ccc(NC(=O)C23CC4CC(C2)CC(n2cncn2)(C4)C3)cc1
 : -8 | -6% | 10% | 2% | -6% | 2% | -9% | 0% | 0%
Cc1ccccc1NC(=S)NCc1ccccc1
 : -2 | -2% | -2% | -13% | -1% | 5% | -4% | ? | 4%
COc1ccc(CCn2c(N3CCN(Cc4ccccc4)CC3)nc3c2c(=O)[nH]c(=O)n3C)cc1
 : -4&-12 | 3% | 0% | 4% | -5% | -1% | -4% | 10% | -6%
COc1cc2ccccc2cc1C(=O)N1CCN(c2nc3ccc(F)cc3s2)CC1
 : -6 | 6% | . | -10% | -7%[60.1 µM] | -8% | -1% | -9% | -9%
COc1ccc(N(CC(=O)NCCc2ccccc2)C(=O)c2csnn2)cc1
 : -5 | 12% | -3% | 8% | -10% | -1% | 5% | 0% | 1%
COc1ccc(C)cc1NC(=O)C1CCN(S(=O)(=O)c2ccc3c(c2)NC(=O)CO3)CC1
 : -4 | -3% | 2% | 13% | -2% | -2% | -3% | -6% | -6%

# The list goes on, starting with the last 2 of the part before.
# Sequence of screens – LDHA inh | POLI inh | APE1 inh | POLB inh | Pol kappa inh | BLM helicase inh | GRP78 ERSR act | Pol eta inh | Apoferritin bind
COc1ccc(N(CC(=O)NCCc2ccccc2)C(=O)c2csnn2)cc1
 : -5 | 12% | -3% | 8% | -10% | -1% | 5% | 0% | 1%
COc1ccc(C)cc1NC(=O)C1CCN(S(=O)(=O)c2ccc3c(c2)NC(=O)CO3)CC1
 : -4 | -3% | 2% | 13% | -2% | -2% | -3% | -6% | -6%
Cc1ccc2nc(-c3ccccn3)[nH]c2c1
 : 3 | 12% | 27% | 49% | -5% | 1% | -13% | -21% | -11%
CCOC(=O)c1ccc(OC)c(OC)c1Cl
 : 1 | -11% | -2% | 9% | 4% | 0% | 0% | -1% | -7%
O=C(CN1C(=O)C2C3C=CC(C3)C2C1=O)Nc1ccc2c(c1)OCCO2 (stereo not given)
 : -8 | 19% | 0% | 12% | -2% | -1% | 5% | -12% | -8%
COc1cc(/C=C2/CC(C)OC2=O)c([N+](=O)[O-])cc1OC (stereo not given)
 : -2 | 129%[activator] | 5% | 3% | -3% | -9% | -1% | 5% | -11%
CCCNC(=O)C/C(C)=N/NC(=O)COc1ccc(C)cc1Br
 : -6 | 9% | -6% | 1% | 0% | 3% | -1% | -24% | -8%
CCOC(=O)CNC(=O)CN1C(=O)CCS(=O)(=O)c2ccccc21
 : -10 | 10% | 14% | 12% | -9% | 2% | -2% | -11% | -5%
CC(C)(C)C(=O)CC1(O)C(=O)N(Cc2ccccc2)c2ccccc21 (stereo not given)
 : -3 | ? | 1% | -1% | -1% | -4% | -4% | -16% | -10%
Cc1ccc(CNC(=O)Cc2ccc(NC(=O)N3CCSc4ncccc43)cc2)cc1
 : -1 | 28% | . | 0% | -5% | 0% | 1% | -11% | -10%
O=C(Nc1cc(S(=O)(=O)N2CCCC2)ccc1Cl)C1=COCCO1
 : -5 | -18% | 2% | 3% | -2% | 1% | -4% | 4% | 5%
Cc1ccc(NC(NC(=O)Cc2ccccc2)C(Cl)(Cl)Cl)cc1 (stereo not given)
 : -2 | 24% | 0% | -11% | -11% | 1% | -5% | -18% | -1%
COc1cccc2c(=O)n(CC(=O)N3CCc4ccccc43)ccc12
 : -7 | 2% | -2% | -1% | 2% | 2% | 2% | -18% | -4%
Cc1ccc(C2SCC(=O)N2Cc2ccccc2)cc1 (stereo not given)
 : -6 | 1% | 20% | 19% | -17% | -6% | 1% | -3% | 5%
CC(c1ccon1)N(C)Cc1cn(C)nc1-c1cccc(Cl)c1 (stereo not given)
 : 0 | 0% | -4% | -19% | -8% | -7% | -2% | -8% | -2%
CCOc1ccccc1OCCC(=O)N1CCN(S(=O)(=O)c2ccccc2[N+](=O)[O-])CC1
 : -1 | 23% | -19% | . | -23% | . | 1% | -9% | .
N#CCCn1c(=O)c(-c2cccs2)nc2cnc(Oc3cccc(Cl)c3)nc21
 : . | . | 15% | . | -11%[60.1 µM] | 5% | -5% | . | .
Cc1ccccc1OCc1nnc(SCc2cc(=O)c3cccc(F)c3[nH]2)n1C
 : 5 | 12% | . | -22% | -5%[60.1 µM] | 3% | -1% | -14% | 3%
CCc1ccc(-c2nc(CS(=O)CC(=O)NCc3ccco3)c(C)o2)cc1 (stereo not given)
 : -1 | 12% | 9% | ? | -10% | -3% | -13% | 89µM* | -13%
CCc1ccccc1NC(=O)CNCC(=O)Nc1ccccc1CC
 : -3 | 10% | 3% | -2% | -5% | -1% | 4% | -7% | -1%
CCCNC(=S)N1CCC(Cc2ccccc2)CC1
 : -3 | 15% | -1% | 22% | -7% | -4% | 11% | -3% | -12%
Cc1cc[n+](CC(=O)c2cccs2)cc1
 : -8 | 16% | 0% | -19% | -6% | 0% | -2% | -8% | -11%
COc1ccc(COC(=O)c2ccc(S(=O)(=O)N3CCC(C)CC3)cc2)cc1
 : -3 | 37%[activator] | -7% | 21% | 0% | -3% | -4% | -23% | -7%
COc1ccccc1CNC(=O)C/C(C)=N/NC(=O)Cc1ccccc1
 : -8 | 10% | -2% | 20% | -6% | 0% | -3% | -14% | -10%
CC1(C)CC2(CC(c3ccccc3F)c3cc(Cl)c(O)cc3O2)NC(=S)N1 (stereo not given)
 : 6 | 7% | -6% | -17% | -5% | -9% | 0% | -10% | -20%
COc1ccc(OC)c(-n2nnnc2SCC(=O)Nc2ccc(C(=O)N3CCCCC3)cc2)c1
 : 1 | ? | -4% | ? | -4% | -6% | 2% | -10% | -7%
CCOc1ccc(CCNC(=O)COC(=O)c2cc(=O)[nH]c3ccccc23)cc1OCC
 : -7 | 19% | 9% | . | -5% | . | -5% | 6% | .
CC1CC(C)CN(C(=O)c2ccc(-c3ccc([N+](=O)[O-])cc3)o2)C1 (stereo not given)
 : 1 | 7% | 10% | . | -1% | . | 4% | -11% | .
COc1ccc(-c2cn(Cc3ccc(C(N)=O)cc3)c(CCN)n2)cc1
 : 0 | 10% | -7% | . | -19% | . | 4% | -8% | .
CSC1=NCCN1C(=O)C(C)Oc1ccccc1 (stereo not given)
 : -8 | 17% | 10% | -2% | -1% | 4% | -5% | -15% | 3%
Cc1ccc(C(=O)CSc2ncn[nH]2)cc1
 : -6 | 2% | -2% | 35% | -11% | -1% | 3% | 5% | ?
Nc1nc(SCC(=O)NCCO)nc2sc3c(c12)CCCC3
 : -7 | 139%[activator] | 6% | 25% | -1% | -1% | 0% | -14% | -3%
O=C(COC(=O)CNC(=O)c1ccco1)Nc1ccccc1OC(F)F
 : -8 | 8% | -1% | 2% | -17% | 8% | -5% | 0% | -1%
Cc1ccc(-c2nc(-c3cc4cccc(OCc5ccccc5F)c4oc3=O)no2)cc1
 : -8 | -8% | . | -1% | -8% | 1% | -3% | -4% | 0%
Cc1cc(C)n2cc(CSc3nnc(-c4ccccc4)c(-c4ccccc4)n3)nc2n1
 : -3 | 34% | . | . | 5% | . | -3% | -17% | .
CCOc1cc(/C=C2\SC(=N)N(c3nonc3N)C2=O)ccc1OCC(N)=O
 : -3 | -5% | 3% | -16% | -13% | -16% | -4% | ? | 7%
O=C1CSC(c2cn(-c3ccccc3)nc2-c2cccs2)N1CC1CCCO1 (stereo not given)
 : 1 | 13% | -5% | -2% | -11% | -7% | -4% | -26% | -14%
Cc1nc(N)sc1-c1nnc(SCC(=O)Nc2nccs2)n1C
 : 0 | ? | -1% | 2% | -28% | 2% | -5% | -9% | -5%
Cc1ccc(NS(=O)(=O)c2ccc(Br)s2)cc1S(=O)(=O)N1CCOCC1
 : -9 | 37%[activator] | 5% | 1% | -9% | 0% | -3% | -14% | -2%
O=C(/C=C/c1ccc(S(=O)(=O)N2CCOCC2)cc1)OCC(=O)c1ccc([N+](=O)[O-])cc1
 : 0 | -2% | -1% | 0% | -3% | -2% | -1% | -7% | 2%
Cc1ccc(Nc2nnc(SC3CCOC3=O)s2)cc1 (stereo not given)
 : -3 | -15% | 1% | -11% | -6% | -4% | -3% | 5% | -12%
C/C(=N/NS(=O)(=O)c1ccc(Cl)cc1)c1ccc2c(c1)OCO2
 : 0 | 20% | . | . | -8% | . | -5% | -6% | .
CCC(C)n1nnc2c(=O)oc3ccccc3c21 (stereo not given)
 : -2 | 18% | -1% | 28% | 4% | -1% | 6% | 6% | -9%
CN(C(=O)c1ccc(NC(=O)Cc2cccc(NC(=O)C3CCN(C(=O)C4CCCCC4)CC3)c2)cc1)C1CCCC1
 : -17 | -11% | 6% | . | -7% | . | 2% | -12% | .

# Compound activity as filed in PubChem BioAssay.

# An excerpt. The share of hits here may be higher or lower than overall.
